# FBPA Giardia inh = blocks Giardia fructose-bisphosphate aldolase activity | A8B2U2 | purified Giardia FBPA | Potency, µM (titrated, usually from 59.6 µM), inactives show at the top dose activity, negative = inhibition, hits mostly inhibitors | hit rate 0.71% among 290,000 | AID 2451; also: potency is read from the fitted curve at half-maximal effect; % is scaled to controls: 0 for no effect and ±100 for the full control effect; nearly all actives have a fitted effect of over 55% in size
# Target sequence (A8B2U2 whole entry, looked up): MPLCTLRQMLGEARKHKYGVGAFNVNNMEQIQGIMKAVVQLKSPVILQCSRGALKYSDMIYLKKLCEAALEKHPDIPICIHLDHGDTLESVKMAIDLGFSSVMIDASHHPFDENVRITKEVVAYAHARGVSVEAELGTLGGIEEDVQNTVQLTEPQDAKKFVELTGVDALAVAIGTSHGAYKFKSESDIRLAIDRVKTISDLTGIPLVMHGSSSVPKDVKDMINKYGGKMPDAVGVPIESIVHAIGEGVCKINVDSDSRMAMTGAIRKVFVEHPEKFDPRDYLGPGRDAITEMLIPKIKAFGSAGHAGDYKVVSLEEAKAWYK
#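 40 nM FBPA preincubated 10 min at RT with compound (up to 57.5 uM final), then substrate plus GAPDH/TPI/NAD/arsenate coupling and diaphorase/resazurin added. Fluorescence read after 20 min at RT, 525/598 nm.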
# CHX counter = counter-screen for Shiga toxin inhibitors: cycloheximide protein synthesis inhibition; max response, %; cell reporter, cycloheximide protein synthesis inhibition counterscreen; hit rate 12% among 300,000; in the data active = max response mostly above about 13%, no sharp cut-off; inactive = mostly below about 14%; also: read at 38.3 µM for the half of the compounds with a filed dose; 0% is about no effect
# HCV inh = HCV inhibition; Huh7.5.1 HCVcc-Cre infection, luciferase reporter, 44 h; Potency, µM (series often up to 41.8 µM), for inactives: top-dose activity change, negative = inhibition, most hits filed as inhibitors; hit rate 3.4% among 340,000; also: potency is read from the fitted curve at half-maximal effect; % is scaled to controls: 0 for no effect and ±100 for the full control effect
#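 HCVcc-Cre virus at an moi near 0.5 was added right after compound to cells cultured 4 h from seeding (1,000 cells/well). Luciferase activity was determined 44 h later, 15 min after substrate addition at RT.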
# Pf growth 96h = inhibits malaria parasite growth, 96 h | P. falciparum luciferase reporter growth, 96 h | Potency, µM (highest dose often 28.7 µM), inactives show at the highest dose activity change, negative = inhibition, hits mostly inhibitors | hit rate 6.9% among 320,000 | AID 504834; also: potency is read from the fitted curve at half-maximal effect; % is scaled to controls: 0 for no effect and ±100 for the full control effect
#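 Delayed-death screen, second-generation endpoint: infected erythrocytes, 2% hematocrit, 0.05% parasitemia final; 96 hours at 37 C, 5% CO2; luciferase detection reagent; luminescence decrease equals reduced growth.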
# Pf growth 48h = P. falciparum growth inhibition at 48 hours (one generation); P. falciparum luciferase growth in erythrocytes, 48 h; Potency, µM (titrated, usually from 28.7 µM), inactives show at the top dose activity change, negative = inhibition, actives largely listed as inhibitors; hit rate 5.9% among 310,000; AID 504832; also: potency is read from the fitted curve at half-maximal effect; % is scaled to controls: 0 for no effect and ±100 for the full control effect
#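 Firefly luciferase activity from engineered P. falciparum reports growth; inhibitors lower the luminescent signal. Cultures contained 2% hematocrit erythrocytes at 0.1% final parasitemia.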
# Shiga toxin inh = inhibitors of Shiga toxin in Vero cells. Vero cells, Shiga toxin protein synthesis inhibition reporter. inhibition, % at 38.7 µM. hit rate 9.2% among 290,000. AID 2315; in the data active = inhibition mostly above about 28%, no sharp cut-off; inactive = mostly below about 43%; also: 0% is about no effect
# An asterisk follows results filed as active; u = inconclusive; x = not tested or not shown; [ ] = another dose, or the depositor's remark. Unless noted, calls follow the shape of the dose curve; as a rule, active = well fitted curve in the direction sought with a large enough effect; inconclusive = small, poorly fitted or top-dose-only effect, or another doubt; inactive = no such curve, though single readings can be large; an effect the other way counts as inactive or inconclusive. The order is random. About 24% of those tested had a hit in this group.
(1) O=C(CN1CCN(Cc2ccc(F)cc2)C1=O)NC1CCCC1
(2) CCC(=O)NC(=S)Nc1ccccc1OC
(3) O=C(/C=C/Nc1ccc(S(=O)(=O)Nc2cnc3ccccc3n2)cc1)c1cccnc1
(4) COC(=O)c1ccc(/C=N/NC(=O)C2CC(=O)N(c3ccc(F)cc3)C2)cc1 (stereo unspecified)
(5) Cc1c(C(=O)Nc2nc(-c3ccccn3)cs2)oc2ccccc12
(6) COc1ccc(Cl)cc1S(=O)(=O)n1c([N+](=O)[O-])cnc1C
(7) CCOc1ccc(S(=O)(=O)N(CC(=O)O)c2ccc(C)cc2)cc1
(8) O=C1CC2(CCN(C(=O)C3CC(=O)N(c4ccc(F)cc4)C3)CC2)Oc2ccccc21 (stereo unspecified)

screen / no.,1,2,3,4,5,6,7,8
FBPA Giardia inh,3%,26%,10%,x,x,-7%,16%,x
CHX counter,-2,9,20*,-2,x,-1,-1,x
HCV inh,0%,-5%,9%,10%,2.8µM*,12%,13%,2%[8.37 µM]
Pf growth 96h,22%,7%,18%,u,u,-17%,x,-6%
Pf growth 48h,-11%,-5%,2%,1%,6.6µM*,21%,-1%,-18%
Shiga toxin inh,16,-3,45*,5,x,x,-2,x

# Copied from the list.
# Result of entry 4 under HCV inh: 10%
# Result of entry 1 under Pf growth 96h: 22%

# Returning to the listing, starting four compounds before the break.
(5) Cc1c(C(=O)Nc2nc(-c3ccccn3)cs2)oc2ccccc12
(6) COc1ccc(Cl)cc1S(=O)(=O)n1c([N+](=O)[O-])cnc1C
(7) CCOc1ccc(S(=O)(=O)N(CC(=O)O)c2ccc(C)cc2)cc1
(8) O=C1CC2(CCN(C(=O)C3CC(=O)N(c4ccc(F)cc4)C3)CC2)Oc2ccccc21 (stereo unspecified)
(9) CCOC(=O)N1CCN(C(=O)CCc2cc(OC)c(OC)c(OC)c2)CC1
(10) O=C(NNc1nc2c(F)cccc2s1)C1=COCCO1
(11) COc1ccc(C2(C#N)CC[N+](C)(C)CC2)cc1
(12) COc1ccccc1C(=O)NCCC(=O)Nc1ccc(C)cn1
(13) COc1ccccc1NC(=O)C1CCCN1C(=O)NCc1ccccc1 (stereo unspecified)
(14) CC(=O)Nc1ccc(N2C(=O)CC(N3CC(C)OC(C)C3)C2=O)cc1 (stereo unspecified)
(15) COc1ccc(/C=C2\COc3ccccc3C2=O)c(OC)c1
(16) Cc1ccc(-c2n[nH]c(=S)n2/N=C/c2c(C)[nH]n(-c3ccccc3)c2=O)cc1

screen / no.,5,6,7,8,9,10,11,12,13,14,15,16
FBPA Giardia inh,x,-7%,16%,x,x,3%,3%,x,4%,-2%,-1%,10µM*
CHX counter,x,-1,-1,x,6,9,-4,17,-4,-3,43*,1
HCV inh,2.8µM*,12%,13%,2%[8.37 µM],12%,31%[activator],-1%,1%,15%,12%,u,7%
Pf growth 96h,u,-17%,x,-6%,-2%,78%[activator],0%,32%[activator],32%[activator],-10%,9.3µM*,-2%
Pf growth 48h,6.6µM*,21%,-1%,-18%,15%,10%,2%,35%[activator],-5%,15%,u,9%
Shiga toxin inh,x,x,-2,x,-17,15,-10,29,-12,-9,71*,-2

(17) COc1ccc(CN(C(=O)CO/N=C/c2ccccc2)c2ccccc2C(=O)O)cc1
(18) CC(=O)Nc1ccc(C(=O)Nc2cc(C(F)(F)F)ccc2-n2cnc3ccccc32)cc1
(19) CC(O)Cc1cn([C@@H](CCCCN)C(=O)N2CCNCC2)nn1 (stereo partly specified)
(20) O=C(/C=C/Nc1cccc(C(F)(F)F)c1)c1ccc(Oc2ncccn2)cc1
(21) S=C(NCc1ccncc1)Nc1ccccc1
(22) c1ccc2oc(CCc3nc4ccccc4o3)nc2c1
(23) COc1ccc(-c2cnnc(N/N=C/c3ccc(C)o3)n2)cc1
(24) O=C1CC(c2ccccc2)CC2=C1C(c1ccccn1)Nc1ccccc1N2 (stereo unspecified)

screen / no.,17,18,19,20,21,22,23,24
FBPA Giardia inh,11%,-12%,0%,-5%,1%,2%,1%,-3%
CHX counter,-3,-1,0,47*,-3,15*,-2,-3
HCV inh,-10%,1%,-4%[8.37 µM],u,0%,1%,15%,9%
Pf growth 96h,26%,29%,15%,32%[activator],16%,42%[activator],4.1µM*,x
Pf growth 48h,-3%,0%,29%,6%,-12%,36%[activator],u,-33%
Shiga toxin inh,-13,-8,-9,87*,-4,20,-8,-11

(25) Cc1nnc(N)nc1C
(26) Cc1ccccc1C(=O)NCCN1CCOCC1
(27) COc1cccc(C2=NN(C(=O)c3ccco3)C(c3ccco3)C2)c1 (stereo unspecified)
(28) Cc1cccnc1NC(=O)c1ccc(S(=O)(=O)N2CCCCCC2)cc1
(29) COc1ccc(C(O)c2cc(OC)ccc2OP(=O)(N(C)C)N(C)C)cc1 (stereo unspecified)
(30) COc1ccc(NC(=O)c2cc(C(C)C)on2)c(OC)c1
(31) Cc1ccc(S(=O)(=O)NCC(=O)OCC(=O)NCc2ccc3c(c2)OCO3)cc1
(32) CCOC(=O)C1CCCN(C(=O)c2ccc3oc(CCc4ccccc4)nc3c2)C1 (stereo unspecified)

screen / no.,25,26,27,28,29,30,31,32
FBPA Giardia inh,3%,-2%,x,x,3%,-9%,x,x
CHX counter,-1,2,29*,x,-3,53*,x,39*
HCV inh,11%,6%,u,0%,2%,-24%,-5%,8%
Pf growth 96h,-26%,u,-23%,u,5.2µM*,u,11%,u
Pf growth 48h,26%,28%,-3%,u,10µM*,225%[activator],-14%,8%
Shiga toxin inh,-3,-3,72*,x,-3,114*,x,38

(33) CCOC(=O)[C@H]1[C@H]2COc3cc(OC)ccc3[C@@H]2N2C(=O)c3cc(OC)c(OC)cc3NC(=O)[C@@]12C
(34) O=C(CSc1nc2ncccc2[nH]1)Nc1ccc2c(c1)OCO2
(35) CC(=O)NCc1ccc(C(=O)CCl)s1
(36) Cc1c(NC(=O)CC(O)(C(F)(F)F)C(F)(F)F)c(=O)n(-c2ccccc2)n1C
(37) Cc1nc2cc(-c3ccc(F)cc3)nn2c(N2CCOCC2)c1C
(38) N#C/C(=C\c1cccc(OC(=O)c2cccs2)c1)C(N)=O
(39) N#Cc1ccccc1NC(=O)CSc1nnc(-c2ccccc2O)n1-c1ccccc1
(40) C=CCOC(=O)C1=C(C)NC(C)=C(C(=O)OCC=C)C1/C=C/c1ccccc1

screen / no.,33,34,35,36,37,38,39,40
FBPA Giardia inh,x,-16%,-11%,-1%,1%,-4%,-4%,-10%
CHX counter,x,17,5,-2,16,-3,-1,13
HCV inh,-1%,-3%,u,4%,x,9%,u,u
Pf growth 96h,u,24%,u,0%,52%[activator],-23%,u,104%[activator]
Pf growth 48h,u,10%,4.1µM*,-17%,73%[activator],-9%,u,4%
Shiga toxin inh,x,69,22,2,63,13,-3,18

(41) COc1cccc(-c2cc(C(=O)N/N=C/c3ccco3)c3ccccc3n2)c1
(42) Cn1nccc1C(=O)NC1CCCc2c1cnn2-c1ccc(C(C)(C)C)cc1 (stereo unspecified)
(43) CCCn1c2ccccc2c2cnn(CC(=O)OC)c(=O)c21
(44) CCN1CCN(CCCN(Cc2ccco2)C(=S)Nc2cc(Cl)ccc2C)CC1
(45) N#Cc1nccnc1S(=O)(=O)c1cccs1
(46) O=C(NC1CCS(=O)(=O)C1)c1c(NC(=O)C2COc3ccccc3O2)sc2c1CCCC2 (stereo unspecified)
(47) CCn1c(SCC(=O)Nc2ccc(S(N)(=O)=O)cc2)nnc1-c1cccc(OC)c1
(48) O=[N+]([O-])c1ccc(O)c(C=Nc2ccc3nc(-c4ccccc4)[nH]c3c2)c1

screen / no.,41,42,43,44,45,46,47,48
FBPA Giardia inh,-1%,x,1%,16µM*,-25%,-2%,1%,7%
CHX counter,26*,11,-5,-3,-2,-3,-4,28*
HCV inh,-9%,u,-9%,u,-20%,u,4%,17%
Pf growth 96h,u,-14%,u,u,-2%,51%[activator],-18%,1.5µM*
Pf growth 48h,u,-21%,x,u,4%,u,-2%,-9%
Shiga toxin inh,67*,10,-3,-10,2,23,-11,70*

# Part of the list above, reformatted.
# Below each SMILES: FBPA Giardia inh, CHX counter, HCV inh, Pf growth 96h, Pf growth 48h, Shiga toxin inh
42. Cn1nccc1C(=O)NC1CCCc2c1cnn2-c1ccc(C(C)(C)C)cc1 (stereo unspecified)
  x, 11, u, -14%, -21%, 10
43. CCCn1c2ccccc2c2cnn(CC(=O)OC)c(=O)c21
  1%, -5, -9%, u, x, -3

# More entries
(49) CC(C)[C@H](NC(=O)c1ccccc1)C(=O)OCC(=O)c1ccc(S(=O)(=O)N2CCCCC2)cc1
(50) COc1ccc(NC(=O)Nc2ccc3nccnc3c2)cc1
(51) COC(=O)c1ccc(C(C(=O)NC2CCCCC2)N(CCc2ccccc2)C(=O)Cc2cccs2)cc1 (stereo unspecified)
(52) Cc1ccc(NS(=O)(=O)c2cccc(C(=O)n3ncc(C#N)c3N)c2)c(C)c1
(53) C=CCOc1ccc(CNc2ccc3[nH]c(=O)[nH]c3c2)cc1
(54) Cc1ccc(S(=O)(=O)c2ccc(Oc3cccc(C)c3)cc2)cc1
(55) CC(=O)Nc1ccc(C(=O)N(C)C(C(=O)Nc2ccc(C)cc2)c2ccccn2)cc1 (stereo unspecified)
(56) CC(=O)C(c1ccccc1)C(c1ccccc1)C(C)[N+](=O)[O-] (stereo unspecified)

screen / no.,49,50,51,52,53,54,55,56
FBPA Giardia inh,x,-9%,3%,11%,3%,5%,0%,0%
CHX counter,x,22*,-1,-2,1,0,-4,-1
HCV inh,-6%,-10%,8%,-2%,-9%,-22%,26%,-21%
Pf growth 96h,2%,u,u,1%,u,0%,-22%,-27%
Pf growth 48h,u,104%[activator],21%,15%,u,48%[activator],-13%,u
Shiga toxin inh,x,80,-10,13,22,-3,5,-7

# Given field by field: 4 of the compounds above.
52) Cc1ccc(NS(=O)(=O)c2cccc(C(=O)n3ncc(C#N)c3N)c2)c(C)c1
  FBPA Giardia inh: 11%
  CHX counter: -2
  HCV inh: -2%
  Pf growth 96h: 1%
  Pf growth 48h: 15%
  Shiga toxin inh: 13
53) C=CCOc1ccc(CNc2ccc3[nH]c(=O)[nH]c3c2)cc1
  FBPA Giardia inh: 3%
  CHX counter: 1
  HCV inh: -9%
  Pf growth 96h: u
  Pf growth 48h: u
  Shiga toxin inh: 22
54) Cc1ccc(S(=O)(=O)c2ccc(Oc3cccc(C)c3)cc2)cc1
  FBPA Giardia inh: 5%
  CHX counter: 0
  HCV inh: -22%
  Pf growth 96h: 0%
  Pf growth 48h: 48%[activator]
  Shiga toxin inh: -3
55) CC(=O)Nc1ccc(C(=O)N(C)C(C(=O)Nc2ccc(C)cc2)c2ccccn2)cc1 (stereo unspecified)
  FBPA Giardia inh: 0%
  CHX counter: -4
  HCV inh: 26%
  Pf growth 96h: -22%
  Pf growth 48h: -13%
  Shiga toxin inh: 5

# Continued:
(57) Cc1noc(C)c1COc1ccc(C(=O)OCC(=O)Nc2ccc(C(=O)N(C)C)cc2)cc1
(58) Cc1cc2cc(C=O)c(Cl)nc2cc1C
(59) CCN1CCN(C(=O)c2ccc(OCC(=O)Nc3ccc(F)cc3)c(OC)c2)CC1
(60) CCc1ccc(N(C(=O)c2csnn2)C(C(=O)NC(C)(C)C)c2ccccn2)cc1 (stereo unspecified)
(61) CC1CN(CCCCOc2cccc(Oc3ccccc3)c2)CC(C)O1 (stereo unspecified)
(62) COc1ccc(N2C(=O)CC(NCC#N)C2=O)cc1 (stereo unspecified)

screen / no.,57,58,59,60,61,62
FBPA Giardia inh,x,1%,4%,2%,-25%,0%
CHX counter,x,16,6,29*,7,2
HCV inh,15%,-10%,7%,5%,20%,8%
Pf growth 96h,29%,4%,-18%,u,u,335%[activator]
Pf growth 48h,-12%,59%[activator],-22%,25%,u,-1%
Shiga toxin inh,x,22,-11,76*,-6,-2
